PL biosyn Enam = animal cell phospholipid biosynthesis inhibition, Enamine screen; ZR-82 CHO cells, pyrene fatty acid UV survival, CellTiter Blue; peroxisome-deficient CHO-K1 mutant line; plus DGAT-1, DGAT-2 and ACAT inhibitors; calls only at 10 µM; actives 0.4% (n = 20,000); AID 1347385;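 active = cell survival signal 2 SD away from solvent-only control wells, confirmed on one or two retests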;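 also: 3 h compound exposure then viability read about one day after UV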
Calls only; i = inactive. These rows are one share of the data; rates above refer to the full screens.

SMILES	PL biosyn Enam
COc1ccc(S(=O)(=O)n2nnc3ccccc32)cc1OC	i
Fc1ccc(-c2csc3nc[nH]c(=S)c23)cc1	i
CCN1CCC(=NN2CCOCC2)CC1	i
CSc1nnc(SCC(=O)C23CC4CC(CC(C4)C2)C3)s1	i
Cc1cc(C)n2nc(SCc3cc(=O)oc4cc(C)c(C(C)C)cc34)nc2n1	i
Cc1cc(C)n(CCc2nc(-c3ccco3)cs2)n1	i
O=C(COC(=O)C1CC2CCCC(C1)C2=O)NC1CCCCC1 (stereo not given)	i
Fc1cccc(-n2cc[nH]c2=S)c1	i
Clc1cc(Cl)c(OCc2cn3cccnc3n2)c(Cl)c1	i
C(=C\c1cccc2ccccc12)/c1nc2ccccc2s1	i
CC(C)NC(N)=S	i
O=C(O)C1Sc2[nH]c(=O)sc2C2c3ccccc3OC(=O)C12 (stereo not given)	i
Cc1csc2nc(CSc3nnnn3C)cc(=O)n12	i
CN1CCN(S(=O)(=O)c2ccc(N(C)CCc3ccccn3)nc2)CC1	i
Cn1ccnc1Sc1ccnc2cc(Cl)ccc12	i
Cc1nc(NCCCCCC(=O)O)c2c(C)c(C)sc2n1	i
CON(C)c1nc(-c2cccnc2)nc2ccccc12	i
O=C(CSc1nnc(NC2CC2)s1)c1cc(Cl)sc1Cl	i
Nc1nnc(SCC(=O)O)s1	i
Cc1nc(SCC(=O)N2CCNC2=O)n(CC(C)C)c1C	i
C/C=C/C(=O)OCC(=O)Nc1sc(C)c(C)c1C(=O)OCC	i
Cc1ccsc1/C=N/Nc1ncnc2sc(C)c(C)c12	i
NC1CCSc2ccc(F)cc21 (stereo not given)	i
COc1ccc2nc(NP(=S)(c3cccc4ccccc34)c3cccc4ccccc34)sc2c1	i
COCCN=C1SC(C(=O)Nc2sc3c(c2C(=O)OC)CCCC3)C(N)=C1C(=O)NC1CCCCC1 (stereo not given)	i
COc1ccc2c(c1)-c1ccccc1S(=O)(=O)N2C	i
CCNC(=S)N=Nc1c(O)[nH]c2ccc(C(C)C)cc12	i
Oc1c(C=Nc2ccc(I)cc2)sc2ccccc12	i
Cn1ccnc1SCC(=O)Nc1sc2c(c1C(N)=O)CCC2	i
C=CCc1ccc(Oc2nc(-c3ccccc3)nc3ccccc23)c(OC)c1	i
O=c1c2ccccc2nnn1COc1ccc(Br)cc1Cl	i
COc1ccc(C2=N/C(=C\c3ccc(OC(F)F)c(OC)c3)C(=O)O2)cc1	i
O=C(CSc1nnc(Cc2cccs2)n1C1CCCCC1)N1CCNC1=O	i
CN(CC(=O)Nc1sccc1C(N)=O)Cc1ccco1	i
O=C([C@@H]1CCCN1C(=O)c1cccs1)N1CCN(S(=O)(=O)c2cccs2)CC1	i
CC(SCC(=O)NC12CC3CC(CC(C3)C1)C2)C(=O)O (stereo not given)	i
C=CCN1C(=O)C(=O)N(CC(=O)NC23CC4CC(CC(C4)C2)C3)C1=O	i
CN(C)c1oc(-c2ccco2)nc1S(=O)(=O)c1ccc(Br)cc1	i
O=S(=O)(c1ccc(Sc2nnc(-c3cccs3)n2CC2CCCO2)nc1)N1CCCC1 (stereo not given)	i
COCCn1c(N)cc(=O)[nH]c1=O	i
COc1ccc(C2=C(Cl)C=C(c3ccccc3)c3ccccc3O2)cc1OC	i
CN(C)CCCNC(=S)Nc1ccc(-n2cnnn2)cc1	i
CC(=O)c1sc(N)nc1C	i
O=C1NC2(CCCCCC2)C(=O)N1Cc1cc(=O)oc2ccc3ccccc3c12	i
Oc1cn(-c2ccccc2)nn1	i
c1ccc2oc(CSc3nc4ccccc4o3)nc2c1	i
CC1CCC2(CC1)NC(=O)N(CN(C)C1CCCCC1)C2=O (stereo not given)	i
S=C(Nc1ccc(Cl)cc1)N1CCCC1	i
[O-]C(=C(C(=S)Nc1cccc2ccccc12)[n+]1ccccc1)c1ccc(Cl)s1	i
C=CCN=c1scc(-c2cccc(Br)c2)n1/N=C/c1ccc(SC)cc1	i
O=[N+]([O-])c1ccc2nc(SCc3cn4cccnc4n3)[nH]c2c1	i
COCCNC(=S)NN=C1CCCCCC1	i
CCOC(=O)/C=C/C(=O)OCc1c(C(=O)OC)sc(N)c1C(=O)OC	i
O=C(O)c1ccc(Cl)s1	i
O=C(CSc1nnc(-c2ccco2)o1)N1N=C(c2cccs2)CC1c1ccco1 (stereo not given)	i
CSc1ccccc1NC(=S)NC1CC1	i
CN=C(NC)SCCOc1ccc(OC)cc1	i
CC(NC1CC2CC=CC21)c1ccc(-n2ccnc2)cc1 (stereo not given)	i
C=CCn1c(P(C)(=O)O)nc2ccccc21	i
Cc1cc(C(=O)COC(=O)c2ccc(Cl)s2)c(C)n1C1CC1	i

(listing goes on)
SMILES	PL biosyn Enam
C=CCn1c(C)cc(C(=O)CSc2ncnc3sc(C)c(C)c23)c1C	i
CC12CCC(C/C1=N/N=C/c1ccccc1Cl)C2(C)C (stereo not given)	i
COc1ccc(S(=O)(=O)Nc2ccc(S(=O)(=O)Nc3nc(OC)cc(OC)n3)cc2)cc1	i
O=C(O)c1csc(-c2ccsc2)n1	i
Cc1cc(=O)[nH]c(SCc2nc3ccccc3[nH]2)n1	i
CCOCCCn1c(CC(N)=O)n[nH]c1=S	i
S=c1[nH]nc(CN2CCCC2)n1-c1ccc(Cl)cc1	i
CCCCN(C)c1nc(N)ncc1[N+](=O)[O-]	i
O=[N+]([O-])c1cc(S(=O)C(F)(F)F)ccc1Sc1nc2ccccc2s1 (stereo not given)	i
O=S(=O)(Nc1ccccc1)c1cc(Br)ccc1Br	i
O=[N+]([O-])c1ccc(N=P(c2ccc(N3CCOCC3)cc2N2CCOCC2)(N2CCOCC2)N2CCOCC2)cc1	i
Cc1csc(SCC(=O)Nc2cc(C(C)(C)C)no2)n1	i
c1ccc(-c2nc(CSc3nc(-c4ccccc4)c(-c4ccccc4)o3)cs2)cc1	i
NC(=O)c1ccsc1N	i
CCNC(=S)N/N=C(\C)c1ccc(Cl)s1	i

2 entries from above, field by field.
O=S(=O)(Nc1ccccc1)c1cc(Br)ccc1Br
  PL biosyn Enam: i
O=[N+]([O-])c1cc(S(=O)C(F)(F)F)ccc1Sc1nc2ccccc2s1 (stereo not given)
  PL biosyn Enam: i

(further entries)
SMILES	PL biosyn Enam
Cc1ccc(-c2nnc3n2N=C(c2ccc(Cl)cc2)C(C)S3)cc1 (stereo not given)	i
O=C(COc1ncnc2sc3c(c12)CCCC3)NCCN1C(=O)CSC1=O	i
O=C1C(=O)N(CN2CCCC2c2cccs2)c2ccccc21 (stereo not given)	i
CCOC(=O)C1=CSC2(S1)C(C(=O)OCC)=CSC1=C2c2cc(OCC)ccc2N(C(C)=O)C1(C)C (stereo not given)	i
CN1CC(=O)N(c2ccc(F)cc2)C1=S	i
CCC(C)(C)C1CCC(=NNc2nc3ccccc3[nH]2)CC1 (stereo not given)	i
C=CCNC(=S)Nc1ccc(F)c(Cl)c1	i
CC1CN(S(=O)(=O)c2ccc(Cl)cc2)CCN1S(=O)(=O)c1ccc(Cl)cc1 (stereo not given)	i
Oc1c(I)cc(I)cc1C=Nc1ccc2c(c1)OCCO2	i
OC(COCC1COc2ccccc2O1)C[N+]1(Cc2ccccc2)CCOCC1 (stereo not given)	i
CC1c2cccn2CCN1S(=O)(=O)c1cc(Cl)ccc1Cl (stereo not given)	i
CCCC(C)NC(=O)Cn1c(=O)/c(=C\c2ccsc2)s/c1=C\C(=O)C(C)(C)C (stereo not given)	i
Cc1ccc(/C=N/Nc2ncnc3sc(C)c(C)c23)s1	i
O=[N+]([O-])c1ncccc1OCc1cc(-c2ccco2)on1	i
Cc1ccc(OCc2nc3ccccc3c3ccccc23)c([N+](=O)[O-])n1	i
Cc1cc(C)cc(-c2nnc(SCc3nc4ccccc4o3)o2)c1	i
Cn1cc([N+](=O)[O-])cc1C(=O)NCC(=O)O	i
O=C(Cn1cc(C(F)(F)F)cc(Cl)c1=O)NNC(=O)c1cccs1	i
Fc1ccccc1C1=NNC(=NC2CC2)SC1	i
N/C(=N\OS(=O)(=O)c1ccc2ccccc2c1)c1ccccn1	i
Fc1ccc(-c2csc(=NCC3CCCO3)n2/N=C/c2ccccc2F)cc1 (stereo not given)	i
O=P1(O)OCCOc2ccccc2OCCOP(=O)(O)OCCOc2ccccc2OCCO1	i
COCCN(C(=O)C1CCC1)c1c(N)n(CC(C)C)c(=O)[nH]c1=O	i
Cc1cc(C2=CSC3=NS(=O)(=O)CCN23)c(C)s1	i
Cc1nnc2n1N=C(c1ccc(-c3cc(Cl)cc(Cl)c3)o1)CS2	i
Cc1sc2nc(-c3cccs3)nc(N3CCCC3)c2c1C	i
Nc1cc(=O)[nH]c(SCc2cc(=O)n3c(n2)sc2ccccc23)n1	i
C[n+]1ccc(/C=C/C(=O)c2ccc3cccc4c3c2CC4)cc1	i
CCC(=O)N(c1nnc(SCC(=O)Nc2cc(C)on2)s1)C1CC1	i
FC(F)(F)Oc1ccc(NC(=S)NC2CCCCC2)cc1	i
COCCN=c1scc(-c2cc(OC)c(OC)c(OC)c2)n1/N=C(\C)c1cc(OC)c(OC)c(OC)c1	i
Cc1cc2nnn(-c3nnc(-c4ccccc4)c4ccccc34)c2cc1C	i
CCOC(=O)c1c(NC(=O)COC(=O)CSCC(=O)Nc2cc(C)on2)sc(C(C)=O)c1C	i
O=[N+]([O-])c1cc2c(cc1/C=N/Nc1ccccn1)OCO2	i
Cc1ccc(/C=N/NC(=S)NCCCN2CCOCC2)o1	i
CCSc1nnc(SCc2cc(=O)oc3cc4c(cc23)CCC4)s1	i
Cc1cc(=O)[nH]c(N/N=C/c2ccc3sc(C)nc3c2)n1	i
CN1CCN(P2(=O)C=C(c3ccccc3)OC(c3ccccc3)=C2)CC1	i
Clc1cc(-c2csc(Cc3nnc4n3CCCCC4)n2)c(Cl)s1	i
CC1(C)CC(N2CCCC2)=CC(=[N+]2CCCCC2)C1	i
CN(C)S(=O)(=O)c1ccc(NS(=O)(=O)c2ccc([N+](=O)[O-])cc2)cc1	i
Cc1cc(C(=O)COC(=O)CN2C(=O)NC3(CCCC3)C2=O)c(C)n1Cc1ccco1	i
O=C1NC2(CCCCC2)C(=O)N1CN1CCN(S(=O)(=O)c2ccc3c(c2)CCC3)CC1	i
Cc1c(C)c(C)c(C(=O)OCC(=O)NC(=O)NC(C)(C)C)c(C)c1C	i
CC(=O)N1CCN(C(=S)NC2CC3CCC2C3)CC1 (stereo not given)	i
NCCCSc1ccc(F)cc1	i
O=C(COC(=O)C1CCC1)Nc1c(I)cc(I)cc1I	i
Cc1cc2c(cc1C)CSC(c1cc([N+](=O)[O-])ccc1O)SC2	i
c1ccc(-n2nnc(Cc3nnn(-c4ccccc4)n3)n2)cc1	i
CCn1c(CN(C)C2CCC(C)CC2)nc2cc(S(=O)(=O)N(C)C)ccc21 (stereo not given)	i
FC(F)(F)c1cc(Cl)c2nn(CN3CCN(C(c4ccccc4)c4ccccc4)CC3)c(=S)n2c1	i
O=[N+]([O-])c1ccc2sc(-c3nc4ccccc4s3)cc2c1	i
COc1ccc2c(c1)-c1ccccc1S(=O)(=O)N2	i
Cc1cccn2c(=O)c(/C=C3\SC(=S)N(CC(C)C)C3=O)c(N3CC(C)OC(C)C3)nc12 (stereo not given)	i
O=C1NC2=C(C(=O)CCC2)C(c2ccc3c(c2)OCO3)N1 (stereo not given)	i
COc1ccc(OC)c(S(=O)(=O)NC2CCSc3ccccc32)c1 (stereo not given)	i
CCOC(=O)c1c(N)sc2c1CCC(CC)C2 (stereo not given)	i
C=CCn1c(-c2ccc(Br)cc2)nc(=S)c2c1CCCC2	i
CCn1c(C)cc(C(=O)CN2C(=O)NC3(CCC(C)CC3)C2=O)c1C (stereo not given)	i
CC(C)N(C(=O)CSc1nc(O)cc(=O)[nH]1)C(C)C	i

(more compounds)
SMILES	PL biosyn Enam
CNC(=S)N=Nc1c(O)[nH]c2ccc(C(C)C)cc12	i
Cn1c(=S)ccc2ccccc21	i
Nc1sc2c(c1-c1nc3ccccc3s1)CCC2	i
CCn1c(C)nc2cc(S(=O)(=O)C(F)(F)F)ccc21	i
O=S(=O)(Nc1ccc(-n2cnnn2)cc1)c1cccc(F)c1	i
O=C(OCc1nnc(-c2cccs2)o1)c1cc2c(s1)CCC2	i
O=C(CN1C(=O)NC2(CCCC2)C1=O)N1CCN(S(=O)(=O)c2cccs2)CC1	i
Oc1[nH]c2ccc(Br)cc2c1N=NC(=S)NCC1CCCO1 (stereo not given)	i
c1ccc(-c2nnc(CSc3nnnn3C3CCCC3)o2)cc1	i
Cc1n[nH]c(C)c1S(=O)(=O)N1CCC(C)CC1	i
Oc1c(C=Nc2ccccc2)sc2ccccc12	i
Cc1cc(C)n(CC(=O)NNC(=O)/C=C/c2ccc(Br)o2)n1	i

Of the compounds above, 19 contain a carbonyl joined to an NH by a bond outside any ring:
SMILES	PL biosyn Enam
O=C(COC(=O)C1CC2CCCC(C1)C2=O)NC1CCCCC1 (stereo not given)	i
C/C=C/C(=O)OCC(=O)Nc1sc(C)c(C)c1C(=O)OCC	i
COCCN=C1SC(C(=O)Nc2sc3c(c2C(=O)OC)CCCC3)C(N)=C1C(=O)NC1CCCCC1 (stereo not given)	i
Cn1ccnc1SCC(=O)Nc1sc2c(c1C(N)=O)CCC2	i
CN(CC(=O)Nc1sccc1C(N)=O)Cc1ccco1	i
CC(SCC(=O)NC12CC3CC(CC(C3)C1)C2)C(=O)O (stereo not given)	i
C=CCN1C(=O)C(=O)N(CC(=O)NC23CC4CC(CC(C4)C2)C3)C1=O	i
CCOCCCn1c(CC(N)=O)n[nH]c1=S	i
Cc1csc(SCC(=O)Nc2cc(C(C)(C)C)no2)n1	i
NC(=O)c1ccsc1N	i
O=C(COc1ncnc2sc3c(c12)CCCC3)NCCN1C(=O)CSC1=O	i
CCCC(C)NC(=O)Cn1c(=O)/c(=C\c2ccsc2)s/c1=C\C(=O)C(C)(C)C (stereo not given)	i
Cn1cc([N+](=O)[O-])cc1C(=O)NCC(=O)O	i
O=C(Cn1cc(C(F)(F)F)cc(Cl)c1=O)NNC(=O)c1cccs1	i
CCC(=O)N(c1nnc(SCC(=O)Nc2cc(C)on2)s1)C1CC1	i
CCOC(=O)c1c(NC(=O)COC(=O)CSCC(=O)Nc2cc(C)on2)sc(C(C)=O)c1C	i
Cc1c(C)c(C)c(C(=O)OCC(=O)NC(=O)NC(C)(C)C)c(C)c1C	i
O=C(COC(=O)C1CCC1)Nc1c(I)cc(I)cc1I	i
Cc1cc(C)n(CC(=O)NNC(=O)/C=C/c2ccc(Br)o2)n1	i

From PubChem BioAssay
